From PubChem BioAssay
NALP1 yeast inh = NALP1 inflammasome inhibitors in reconstituted yeast, colorimetric, S. cerevisiae, triplicate retest; S. cerevisiae NALP1/ASC/caspase-1 growth, X-gal OD620, 72 h; 280,000 tested, 0.61% active; AID 2071, 2009; inhibition, % at 10 µM; in the data active = inhibition mostly above about 24%, no sharp cut-off; inactive = mostly below about 32%; note: some compounds called inactive have numbers as strong as hits
OXTR agonist = human OXTR agonists, primary screen, fluorescence, CHO-OTR cells, Fluo-8 calcium. Oxytocin receptor (Homo sapiens), P30559. Fluo-8 calcium fluorescence; normalized: DMSO 0%, oxytocin 100%. 320,000 tested, 0.32% active. activation, % at 3 µM;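 active = activation above the mean of all tested compounds plus 3 SD, cutoff set per screening run, cut at about 20% in these data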;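 note: peak over basal fluorescence ratio from a 100 s FLIPR kinetic read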
MEKK2 mut-MEK5 = MEK5 binding signal on mutant MEKK2 PB1, primary screen, biochemical, multiplex bead flow cytometry, Alexa488-MEK5. Alexa488-MEK5 binding to MEKK2 mutant. percent response, % at 10 µM. 290,000 tested, 0.35% active. AID 1530, 2009; in the data active = percent response above about 24%, passing the limit was not always enough; note: inactives centre near 1; some results filed as inactive read as strong as hits; reference of the scale not given here
GPR7 antagonist = GPR7 receptor antagonists, primary screen, cell-based, fluorescence, single concentration; 290,000 tested, 1.1% active; inhibition, % at 4.4 µM; GPR7-expressing cells, fluorescence antagonist assay; in the data active = inhibition above about 16%, passing the limit was not always enough;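 note: cells stimulated with the agonist NPW; 0% = agonist with vehicle and 100% = vehicle without agonist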
Target sequence (P48145 whole entry, looked up): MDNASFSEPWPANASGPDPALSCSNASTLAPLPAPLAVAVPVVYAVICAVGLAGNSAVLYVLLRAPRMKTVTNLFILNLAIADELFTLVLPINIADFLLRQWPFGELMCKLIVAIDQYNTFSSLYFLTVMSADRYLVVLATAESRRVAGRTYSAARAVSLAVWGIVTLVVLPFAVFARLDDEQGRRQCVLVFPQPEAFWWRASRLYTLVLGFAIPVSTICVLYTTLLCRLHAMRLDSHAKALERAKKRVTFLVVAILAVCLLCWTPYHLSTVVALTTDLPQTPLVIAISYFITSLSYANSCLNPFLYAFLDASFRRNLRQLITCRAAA
MEKK3 PB1 HTS = modulators of MEKK3-MEK5 PB1 binding, primary screen, biochemical, wildtype MEKK3, multiplex bead flow cytometry, Alexa488-MEK5; bead-based flow cytometry, Alexa488-MEK5 binding to MEKK3; actives lie on both sides; 0 = blocked by unlabeled MEK5, 100 = vehicle; 290,000 tested, 1.4% active; Mitogen-activated protein kinase kinase kinase 3 (Homo sapiens), Q99759; binding response (% of control), % at 10 µM; AID 1529, 2009;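 active = binding response more than 3 SD above or below the average of its plate-row segment, actives on both sides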;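 note: Alexa488 bead fluorescence after subtracting the streptavidin-only scavenger bead signal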
GalR3 antagonist = GalR3 antagonists in HEK293 cells, primary screen, cell-based, fluorescence readout; Galanin receptor type 3 (Homo sapiens), O60755; inhibition, % at 3 µM; 360,000 tested, 0.44% active; HEK293 GalR3-CNG cAMP membrane potential fluorescence; galR3 body fused to GalR1 C-terminus;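 active = inhibition above the screen-wide average plus 3 SD, cut at about 13% in these data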;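 note: forskolin and galanin both at EC90 stimulate the cells; cAMP rise reported by CNG channel membrane potential dye signal; 0% = forskolin plus galanin with DMSO and 100% = forskolin alone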
PHOSPHO1 inh = PubChem AID 1565; Phosphoethanolamine/phosphocholine phosphatase (Homo sapiens), Q8TCT1; inhibition, % at 13.3 µM; 290,000 tested, 1.1% active; recombinant PHOSPHO1, absorbance phosphatase assay; in the data active = inhibition above about 60%
Target sequence (Q8TCT1 whole entry, looked up): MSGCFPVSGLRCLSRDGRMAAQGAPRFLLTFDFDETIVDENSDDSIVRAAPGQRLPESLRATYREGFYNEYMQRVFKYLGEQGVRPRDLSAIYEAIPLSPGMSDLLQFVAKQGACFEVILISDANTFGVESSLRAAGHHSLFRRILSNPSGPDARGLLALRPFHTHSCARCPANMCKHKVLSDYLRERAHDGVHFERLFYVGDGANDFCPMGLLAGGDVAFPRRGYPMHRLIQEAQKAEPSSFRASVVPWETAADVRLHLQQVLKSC
MEKK2wt PB1 HTS = modulators of MEK5 binding to wildtype MEKK2, primary screen, biochemical, multiplex bead flow cytometry, Alexa488-MEK5 | Mitogen-activated protein kinase kinase kinase 2 (Homo sapiens), Q9Y2U5 | Alexa488-MEK5 binding to MEKK2 WT; actives lie on both sides | binding response (% of control), % at 10 µM | 290,000 tested, 1.1% active; in the data active = binding response below about 67% or above about 130%
V1aR counter = agonists of human V1a receptor, primary screen, counter-screen for OXTR agonist project, fluorescence, CHO-V1R cells; Vasopressin V1a receptor (Homo sapiens), P37288; Fluo-8 calcium fluorescence, agonist mode; 0% DMSO, 100% 3 nM vasopressin; activation, % at 3 µM; 320,000 tested, 0.25% active; AID 2797, 2010;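 active = activation above the mean activation of all tested compounds plus 3 SD, per screening run, cut at about 20% in these data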;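 note: signal is peak over basal fluorescence ratio across a 100 second FLIPR read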
Target sequence (P37288 whole entry, looked up): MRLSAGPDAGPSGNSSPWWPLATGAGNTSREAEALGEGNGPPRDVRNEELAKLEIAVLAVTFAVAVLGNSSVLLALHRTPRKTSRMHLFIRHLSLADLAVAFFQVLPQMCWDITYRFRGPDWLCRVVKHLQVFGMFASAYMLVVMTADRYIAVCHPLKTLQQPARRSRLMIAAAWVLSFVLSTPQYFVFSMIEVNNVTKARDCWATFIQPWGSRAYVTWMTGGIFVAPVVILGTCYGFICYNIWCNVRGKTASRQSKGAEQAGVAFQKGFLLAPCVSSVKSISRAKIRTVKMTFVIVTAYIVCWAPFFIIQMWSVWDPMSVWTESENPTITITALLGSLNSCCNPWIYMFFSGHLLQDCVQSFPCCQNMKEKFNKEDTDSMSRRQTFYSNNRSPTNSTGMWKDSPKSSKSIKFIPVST
* hit, by the source's call; · = not tested or not shown; [ ] = remark or other dose.

SMILES | NALP1 yeast inh | OXTR agonist | MEKK2 mut-MEK5 | GPR7 antagonist | MEKK3 PB1 HTS | GalR3 antagonist | PHOSPHO1 inh | MEKK2wt PB1 HTS | V1aR counter
CC(=O)N1CCN(CC(=O)Nc2ccccc2Sc2ccccc2)CC1 | 31.1 | 6.4 | -1.0 | -6.2 | 97.0 | 0.8 | -6.7 | 103.0 | 8.8
CCOC(=O)N1CCN(/C=C(\C#N)c2nc3ccccc3s2)CC1 | 10.1 | 4.2 | -3.0 | -3.8 | 94.0 | -5.5 | 7.5 | 84.0 | 11.7
CCOc1ccc(CC(=O)NCC(=O)NCc2cc(=O)n(C)c(=O)n2C)cc1 | 5.0 | 0.3 | 0.0 | -0.7 | 103.0 | -6.8 | 2.8 | 103.0 | -0.2
O=C(NCCCn1ccnc1)C1CCCN(S(=O)(=O)c2ccc(F)cc2)C1 (configuration not stated) | 16.6 | 0.5 | -2.0 | -16.8 | 99.0 | -7.3 | 23.7 | 99.0 | 0.5
COc1cccc(NC(=O)c2c(C)nn(-c3ccccc3)c2Cl)c1 | 8.8 | · | 1.0 | -2.9 | 103.0 | -1.8 | 29.1 | 99.0 | ·
Cc1ccc(C(=O)COC(=O)CN2C(=O)C3C4CC(C(Br)C4Br)C3C2=O)cc1 (configuration not stated) | 8.7 | 1.7 | -5.0 | 3.4 | 99.0 | -10.9 | 2.2 | 92.0 | 2.8
CCOC(=O)NC1=NCC(C)S1 (configuration not stated) | 6.2 | 1.7 | 6.0 | -6.4 | 108.0 | 6.1 | 7.4 | 110.0 | -0.3
Cc1nc2ccccc2n1CCOc1ccc([N+](=O)[O-])cc1 | 3.9 | 3.9 | -8.0 | 19.9 | 95.0 | -3.3 | 36.3 | 90.0 | 5.7
Cc1cc(C(F)F)nn1CC(=O)Nc1cc([N+](=O)[O-])ccc1F | 40.9 | 1.2 | -1.0 | -5.5 | 97.0 | -3.6 | 13.4 | 96.0 | 0.2
COc1cc(OC)cc(C(=O)N2CCN(Cc3ccccc3C(F)(F)F)CC2)c1 | 4.1 | -1.1 | 4.0 | -9.7 | 105.0 | -8.6 | 11.1 | 105.0 | -1.1
CCOc1cc(C(C#N)N2CCCCC2)ccc1OC (configuration not stated) | -8.4 | 0.9 | 2.0 | -4.2 | 104.0 | -4.4 | -19.0 | 104.0 | 0.9
COc1ccc(-c2[nH]ncc2CN(C)Cc2c(C)n[nH]c2C)c(OC)c1 | 7.0 | 1.7 | -40.0 | 0.5 | 0.0*[inhibitor] | 0.8 | 45.4 | -2.0*[inhibitor] | -0.1
O=C(Nc1ccc(N2CCCC2)c(Cl)c1)c1ccco1 | 20.1 | -1.9 | 3.0 | -1.5 | 109.0 | -1.0 | 2.8 | 104.0 | -0.5
COc1cc(OC)c2c(C)cc(=O)oc2c1C(CCN1CCOCC1)c1ccc2c(c1)OCO2 (configuration not stated) | 12.5 | 2.0 | 7.0 | · | 106.0 | -4.4 | 17.7 | 104.0 | 0.4
CC(=O)c1ccc(N(C(=O)c2csnn2)C(C(=O)NC2CCCC2)c2ccccc2)cc1 (configuration not stated) | 14.1 | 0.2 | -3.0 | 14.2 | 102.0 | -3.9 | 13.0 | 97.0 | 4.0
Cc1nnc(N(C(=O)c2cnccn2)c2ccccc2)s1 | -5.0 | -0.7 | 2.0 | -6.8 | 105.0 | -1.1 | -5.3 | 108.0 | -0.3
O=C(Cc1ccccc1)NCCc1cnc[nH]1 | 14.1 | 0.0 | 6.0 | 1.2 | 106.0 | -8.8 | 14.1 | 100.0 | 1.5
CC(C(=O)O)n1nnc2ccccc21 (configuration not stated) | 17.6 | 0.9 | -18.0 | -8.7 | 55.0 | -3.7 | 3.8 | 63.0 | 1.1
Cc1ccccc1CNc1ccc(C(CC(N)=O)NC(=O)c2ccc(Br)cc2)cc1[N+](=O)[O-] (configuration not stated) | · | 0.7 | -5.0 | · | 95.0 | -8.4 | 6.5 | 96.0 | 1.9
Cc1ccc(NC(=O)COC(=O)c2cccnc2)c(C)c1 | 4.6 | 0.0 | -7.0 | 0.0 | 96.0 | -6.9 | 41.1 | 94.0 | -0.7
CCN(CC)C(=O)CSC(Nc1ccc(F)cc1)=C(C#N)C#N | -3.3 | 7.6 | 5.0 | -8.8 | 106.0 | 0.7 | -2.6 | 102.0 | 5.9
CCC1CCCCN1CCCNC(=O)c1nn(C)c2c1CS(=O)(=O)c1ccccc1-2 (configuration not stated) | -7.1 | 0.0 | 0.0 | 6.3 | 102.0 | -5.4 | 35.5 | 102.0 | 1.1
O=C(Nc1ccc(Cl)cn1)C1C(c2ccccc2)C1(Cl)Cl (configuration not stated) | -7.7 | -2.1 | -10.0 | -5.8 | 92.0 | -8.5 | -10.1 | 88.0 | -1.2
Cc1ccc(N=Nc2c(=O)[nH]n3c(=O)cc(C)[nH]c23)cc1 | -3.5 | -0.5 | -1.0 | -1.0 | 92.0 | 0.1 | -13.8 | 95.0 | -1.0
Cc1cc(Br)ccc1SCC(=O)OCC(=O)NC(C)c1ccccc1 (configuration not stated) | 30.6 | -1.2 | -2.0 | -5.0 | 97.0 | -2.1 | 7.3 | 97.0 | -1.1
Cn1cnc2c1c(=O)n(Cc1ccc(Cl)cc1Cl)c(=O)n2C | 12.4 | 2.4 | 1.0 | -2.3 | 103.0 | -1.7 | 3.1 | 100.0 | 1.7
COC(=O)c1cnc(Nc2ccc(Cl)cc2)c([N+](=O)[O-])c1 | 3.0 | -0.4 | 3.0 | -4.9 | 99.0 | -3.8 | -3.6 | 103.0 | -0.4
CCNC(=O)COC(=O)c1cc(C)n(-c2ccccc2)c1C | 5.1 | -0.1 | -2.0 | 0.0 | 108.0 | -6.3 | 13.3 | 103.0 | 7.1
COC(=O)c1ccccc1NC(=O)Cn1cnc2c(cnn2-c2ccc(C)c(C)c2)c1=O | · | -0.4 | 5.0 | -8.2 | 103.0 | · | · | 104.0 | 0.2
COc1cccc(-c2nc(CS(=O)CC(=O)NCc3ccccc3Cl)c(C)o2)c1 (configuration not stated) | -36.9 | -2.2 | 8.0 | -8.5 | 111.0 | · | 0.7 | 110.0 | -0.9
Cc1ccc(C)c(NC(=S)NCc2ccccc2)c1 | -24.3 | -1.1 | -3.0 | 12.2 | 98.0 | -4.7 | · | 98.0 | -0.4
CNC(=O)C(Sc1nc(C)nc2c1oc1ccccc12)C(C)=O (configuration not stated) | -25.4 | 1.4 | -5.0 | -4.9 | 92.0 | -8.0 | 88.1* | 95.0 | 0.7
Cc1ccccc1C(=O)NC=C1C(=O)OC(C)(C)OC1=O | -2.3 | 0.6 | -1.0 | -2.7 | 98.0 | -1.6 | -16.9 | 101.0 | 1.5
COc1ccccc1N(CC(=O)NC1CCCCC1)C(=O)CNC(=O)c1cccs1 | 15.4 | 0.3 | -15.0 | 7.3 | 92.0 | -3.4 | 19.4 | 86.0 | 1.4
CC(NC(=O)C(=O)NCC1CCCO1)c1ccccc1 (configuration not stated) | 0.8 | 1.0 | -4.0 | 6.2 | 108.0 | -3.1 | 32.2 | 101.0 | 0.5
COCCN1CCN(Cc2nc(Cc3ccc(OC)c(OC)c3)no2)CC1 | 4.7 | 0.2 | -5.0 | 9.1 | 99.0 | 9.3 | 24.8 | 96.0 | 0.1
CCCn1c(SCC(=O)N2CCc3ccccc32)nnc1-c1ccncc1 | 4.7 | · | 5.0 | 7.6 | 107.0 | -1.1 | 1.6 | 107.0 | ·
O=C(NCc1cccnc1)C(=O)N/N=C/c1ccccc1[N+](=O)[O-] | 7.1 | -2.2 | 0.0 | -8.7 | 107.0 | -0.5 | 8.2 | 105.0 | -1.2
O=C(CSc1nc2ccccc2s1)Nc1nccs1 | 3.5 | 7.2 | -11.0 | -7.5 | 89.0 | -5.8 | 42.0 | 92.0 | 0.1
Cc1ccc(O)c(C(=O)c2coc(=N)c(C(=O)NC(C)C)c2)c1 | 21.5 | -0.1 | 2.0 | 8.7 | 100.0 | -4.9 | 10.7 | 98.0 | 0.3

3 compounds from above, sorted by the value under MEKK2wt PB1 HTS, highest first:
molecule	NALP1 yeast inh	MEKK2 mut-MEK5	GPR7 antagonist	MEKK3 PB1 HTS	GalR3 antagonist	PHOSPHO1 inh	MEKK2wt PB1 HTS
O=C(Nc1ccc(N2CCCC2)c(Cl)c1)c1ccco1	20.1	3.0	-1.5	109.0	-1.0	2.8	104.0
CC(=O)N1CCN(CC(=O)Nc2ccccc2Sc2ccccc2)CC1	31.1	-1.0	-6.2	97.0	0.8	-6.7	103.0
Cc1cc(Br)ccc1SCC(=O)OCC(=O)NC(C)c1ccccc1 (configuration not stated)	30.6	-2.0	-5.0	97.0	-2.1	7.3	97.0

Remaining list, next part
SMILES | NALP1 yeast inh | OXTR agonist | MEKK2 mut-MEK5 | GPR7 antagonist | MEKK3 PB1 HTS | GalR3 antagonist | PHOSPHO1 inh | MEKK2wt PB1 HTS | V1aR counter
O=C(NN1CCOCC1)c1ccc(Cl)s1 | 10.4 | -0.1 | -5.0 | -5.5 | 101.0 | -4.9 | 40.4 | 90.0 | 0.3
COC(=O)C1=C(C)N(c2cc(Cl)cc(Cl)c2)C(=O)C1 | -18.6 | -1.0 | 5.0 | -13.4 | 101.0 | -0.7 | -1.0 | 100.0 | -0.2
CC(Nc1nc(C(F)(F)F)nc2ccccc12)c1cccs1 (configuration not stated) | 22.4 | -2.6 | 2.0 | -1.9 | 101.0 | -10.7 | -26.1 | 97.0 | -0.9
Cc1nc(N2CCN(C(=O)CCC(=O)O)CC2)c2c(C)c(C)sc2n1 | 17.9 | -0.4 | -1.0 | -2.0 | 98.0 | -4.7 | -11.7 | 100.0 | 0.7
CCC(NC(=S)NCc1ccccc1)C(=O)O (configuration not stated) | 4.5 | -0.4 | 3.0 | -2.4 | 114.0 | -1.2 | 12.8 | 110.0 | -0.3
Cc1cc(Nc2cc(F)ccc2C)n2ncnc2n1 | 11.2 | -0.4 | 2.0 | -1.8 | 98.0 | 0.2 | -14.1 | 97.0 | 0.1
COc1ccccc1/C=C/C(=O)NC(=S)N(C)C1CCCCC1 | -3.0 | -0.2 | 3.0 | -2.0 | 103.0 | -11.3 | -132.6 | 100.0 | -0.2
Cn1c(N2CCOCC2)c(/C=N/OC(=O)c2ccc(F)cc2)c2ccccc21 | 3.6 | -0.5 | 1.0 | -2.9 | 98.0 | -3.5 | 5.5 | 100.0 | -0.7
O=C(c1ccccc1)N1CCN(C(=O)c2cc3ccccc3o2)CC1 | 2.4 | -0.3 | 8.0 | 0.6 | 106.0 | -3.7 | 12.8 | 106.0 | 0.4
Nc1nc(NCCOCCO)nc(N2CCCCCC2)c1[N+](=O)[O-] | -7.4 | · | 3.0 | -7.2 | 105.0 | -10.1 | 32.6 | 106.0 | ·

Random draw from the library; any-hit rate near 5.4%.
